# Assay outcomes (PubChem)
# GoLoco inh red: inhibitors of human Gai1-RGS12 GoLoco interaction (red fluorophore). Gai1:RGS12 GoLoco peptide FP, rhodamine, 10 min. Potency, µM (doses to about 61.6 µM), without a hit: at the top dose activity, negative = inhibition, usual class: inhibitors. 230,000 compounds, 0.44% hits. AID 880; active = well fitted inhibition curve with a large enough effect, not every such curve was filed as active; inactive = no such curve, though single readings can be large or run the other way; note: % is set by controls: 0 for no effect and ±100 for the full control effect; nearly all actives have a fitted effect of over 30% in size; many of its hits are not listed in these tables
# Target sequence (P63096 whole entry, looked up): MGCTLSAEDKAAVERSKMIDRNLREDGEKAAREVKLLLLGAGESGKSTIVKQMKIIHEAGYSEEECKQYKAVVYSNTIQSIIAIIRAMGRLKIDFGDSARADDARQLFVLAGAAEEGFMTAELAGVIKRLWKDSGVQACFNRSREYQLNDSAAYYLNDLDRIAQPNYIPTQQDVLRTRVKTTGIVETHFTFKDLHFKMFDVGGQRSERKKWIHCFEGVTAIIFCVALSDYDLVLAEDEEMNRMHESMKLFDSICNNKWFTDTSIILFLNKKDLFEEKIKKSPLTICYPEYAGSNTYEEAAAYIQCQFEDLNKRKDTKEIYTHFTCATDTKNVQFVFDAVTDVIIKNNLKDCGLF
# GAA glycogen mod: alters human alpha-glucosidase cleavage of glycogen; 300,000 compounds, 0.38% hits; recombinant GAA, glycogen substrate, Amplex Red glucose oxidase fluorescence; AID 2100; Potency, µM (series often up to 76.4 µM), for the others: at the highest dose activity change, negative = inhibition, most hits filed as inhibitors; P10253;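 note: 0% = full enzyme reaction and -100% = no-enzyme basal signal; the screen sought inhibitors and activators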
#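 Recombinant human alpha-glucosidase (4 nM final) hydrolysed bovine liver glycogen (30 ug) for 40 min at 37 C in pH 5.0 citrate/phosphate with 0.01% Tween-20. Released glucose detected by glucose oxidase/Amplex Red, Ex 573/Em 610 nm. Compounds up to 77 uM; AC50 from Hill fits.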
# IMPase Li inh: membrane-permeable IMPase blocker, potentiated with lithium | 210,000 compounds, 0.35% hits | CHO-M1 cells, IP1 TR-FRET (IP-One), carbachol + lithium | Potency, µM (titrated, usually from 59.4 µM), for the others: at the highest dose activity, negative = IMPase inhibition, actives largely listed as inhibitors | AID 1457;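 note: IP1 builds up when IMPase is blocked and the TR-FRET signal falls; plate controls were basal vehicle for no effect and high inhibitor control for full effect; nearly all actives have a fitted effect of over 50% in size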
#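 Test compounds were applied to CHO-M1 cells previously cultured for 16–30 h at 2000 per well. A small lithium amount accompanied them; after 30 min at 37C, IP1 was quantified by TR-FRET.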
# GAA inh: inhibitors of human lysosomal alpha-glucosidase. P10253. Potency, µM (doses to about 76.9 µM), inactives show top-dose activity change, negative = inhibition, usual class: inhibitors. purified human GAA, 4-MU-alpha-glucoside fluorescence. 200,000 compounds, 0.005% hits;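 note: plate controls were uninhibited enzyme wells for no effect and no-enzyme background for full effect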
#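 Compounds are titrated up to 77 uM against 4 nM human enzyme. Substrate 4-methylumbelliferyl-alpha-D-pyranoside (400 uM) reacts 20 min at room temperature in pH 5.0 buffer; liberated 4-methylumbelliferone is read at 440 nm.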
# aGlu spleen mod: inhibitors or activators of human alpha-glucosidase in spleen homogenate; P10253; human spleen homogenate, 4-MU-alpha-glucoside fluorescence; Potency, µM (highest dose often 79.9 µM), without a hit: at the highest dose activity change, negative = inhibition, actives largely listed as inhibitors; 240,000 compounds, 0.006% hits;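 note: 0% = enzyme with vehicle and -100% = no enzyme basal signal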
#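 Enzyme source: human spleen homogenate, 1 ug/well. Buffer 50 mM citric acid/K phosphate pH 5.0, 0.01% Tween-20. 4-MU-alpha-glucoside 1 mM; 37 C x 40 min; NaOH/glycine stop; fluorescence.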
# HttQ103 aggreg: mutant huntingtin aggregation inhibition | PC12 HttQ103-GFP aggregates, Acumen cytometry, 40 h | Potency, µM (doses to about 46.1 µM), without a hit: at the top dose activity change, negative = inhibition, most hits filed as inhibitors | 220,000 compounds, 1.1% hits; note: % is set by controls: 0 for no effect and ±100 for the full control effect; nearly all actives have a fitted effect of over 60% in size
#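 Ecdysone-promoter PC12 model expressing HTT exon 1 Q103 fused to GFP, induced by tebufenozide at 100 nM final. Compounds titrated; aggregates sized 1–25 µm scored on a 488 nm laser cytometer.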
# HTT cytoprotect: cytoprotection in Huntington HTT-Q103 PC12 cell model | PC12 HTT-Q103 induced, cytoprotection, ATP luminescence, 40 h | Potency, µM (titrated, usually from 56.4 µM), for the others: cytoprotection (ATP increase), hits mostly activators | 230,000 compounds, 0.14% hits | AID 1471;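 note: % of control where 0% means no effect; nearly all actives have a fitted effect of over 45% in size; toxic huntingtin expression switched on by the ecdysone agonist tebufenozide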
#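 Cells were plated at 1500 per well in phenol red-free DMEM with 5% equine and 5% calf serum. Tebufenozide (100 nM final) and compounds were added, then ATPlite reagent, and luminescence was read.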
# The depositor's hits bear a star; ? = inconclusive; / = no result given; & = joins results of further samples; [ ] = another dose, or the depositor's remark. Unless noted, calls come from the whole dose curve; as a rule, active = well fitted curve in the direction sought with a large enough effect; inconclusive = small, poorly fitted or top-dose-only effect, or another doubt; inactive = no such curve, though single readings can be large; an effect the other way counts as inactive or inconclusive. Potency is the fitted concentration of half-maximal effect. Not all compounds are listed, so the mix of outcomes need not match the whole.
Molecule | IMPase Li inh | GoLoco inh red | aGlu spleen mod | GAA inh | GAA glycogen mod | HTT cytoprotect | HttQ103 aggreg
COC(=O)c1ccc(C2C(C(=O)c3cc4ccccc4o3)=C(O)C(=O)N2CCCN(C)C)cc1 (configuration not stated) | ? | 7.8% | -11.8% | -10.1% | -9.5% | -8.3% | 11.1%
CC(=O)Nc1ccc(-c2ccc3nnc(C)n3n2)cc1 | -4.0% | 7.3% | -7.6% | -4.6% | -0.3% | -33.6%[inhibitor] | 6.7%
COc1cccc(NC(=O)c2ccccc2-c2ccccc2)c1 | 11.5% | 4.7% | 1.0% | ? | -3.3% | -54.0% | -2.6%
CCOc1ccc(-n2c(C)cc(/C=C3/C(=N)N4C(=NC3=O)SN=C4S(C)(=O)=O)c2C)cc1 | 6.4% | 21.8% | -15.6% | -5.2% | 8.5% | -21.8% | -18.9%
COc1ccc(NC(=O)C2CC(c3ccc(OC)c(OC)c3)=NO2)cc1OC (configuration not stated) | -1.3%[38.3 µM] | -2.8% | -3.6% | 2.6% | ? | -3.3% | -6.3%
CSc1nc(-c2ccc(F)cc2)cc(=O)[nH]1 | 1.6% | 6.0% | -0.2% | -1.3% | 5.1% | / | -3.2%
C/C(=N\Nc1nc2c(s1)CCCC2)c1ccc(Cl)cc1 | 3.6%[38.3 µM] | 0.1% | 4.3% | -10.6% | ? | -15.4% | -3.9%
c1ccc(CCN(Cc2ccccc2)Cc2nc(C3CC3)no2)cc1 | 16.6% | 8.1% | 1.9% | 2.0% | 2.3% | 8.5%[10 µM] | 1.1%[9.22 µM]
CCN(CC)Cc1c(O)c(Cl)cc2c3c(c(=O)oc12)CCCC3 | 12.6µM* | -12.9% | ? | ? | 8.9% | -15.4% | 16.1%
O=C(Nc1ccc(Cc2ccncc2)cc1)c1cccs1 | 5.4% | 1.3% | 2.7% | 5.2% | 1.3% | -72.9%[inhibitor] | -28.9%
Cc1cccc(NC(=O)CSc2nc3ccc(N4C(=O)c5ccccc5C4=O)cc3s2)c1C | -1.9%[38.3 µM] | 5.3% | -1.3% | -4.4% | 13.5% | -7.7% | 1.6%
N#CCCN(C(=O)CSc1nc2nc(-c3cccs3)cc(C(F)(F)F)c2c(=O)[nH]1)c1ccccc1 | / | 13.9% | 1.8% | 1.8% | -1.7% | -14.0%[10 µM] | 6.3%[9.22 µM]
O=[N+]([O-])c1ccc(-n2nncc2-c2ccc(Cl)cc2)cc1 | 19.1%[38.3 µM] | 2.5% | -7.6% | 0.5% | -0.7% | 1.5%[10 µM] | 11.4%
CCN(CC)CC#CC(C)OCOCC#CCOC (configuration not stated) | 5.3%[38.3 µM] | 0.4% | -5.5% | -5.7% | 3.9% | -34.0% | -2.8%
CCOc1ccc(Nc2nc(N)nc(CN3CCN(c4ccccc4F)CC3)n2)cc1 | 9.9% | 3.8% | 10.1% | -6.4% | -4.8% | / | 8.9%
Cc1ccccc1Nc1nc(Nc2ccccc2C)nc(SC2=NCCS2)n1 | 4.6%[38.3 µM] | -0.7% | 0.7% | -12.1% | -1.9% | -46.5%[inhibitor] | ?
COc1cccc(C2C(C#N)=C(N)OC(C(C)(C)C)=C2C#N)c1 (configuration not stated) | -17.0%[38.3 µM] | 2.0% | -2.9% | -2.5% | 1.8% | 14.0%[0.074 µM] | 14.7%
CC(C)CCn1c(CN2CCN(C(=O)c3ccco3)CC2)nc2c1c(=O)n(C)c(=O)n2C | 0.1%[38.3 µM] | 4.9% | -2.8% | -5.8% | -11.3% | -31.2% | ?
CCOC(=O)/C=C/C(=O)Nc1ccc(Oc2ccccc2)cc1 | 15.1% | 3.4% | -2.6% | 6.6% | 4.3% | 11.6%[10 µM] | -6.6%[9.22 µM]
Clc1ccc(COc2ccccc2CNCc2cccnc2)cc1 | 27.2%[38.3 µM] | 1.7% | -2.1% | -4.2% | 1.8% | 4.9% | ?
c1cnc2ncc3sccc3c2c1 | -10.9% | 8.1% | 1.0% | -0.6% | -7.6% | / | -6.9%
Cc1ccc(-c2c(C(=O)N3CCOCC3)oc(=O)c3ccccc23)cc1 | 11.2%[38.3 µM] | -21.8% | 4.0% | 0.6%[15.4 µM] | 4.2% | -28.2% | 29.7%
CN(C)Cc1ccccc1-c1nc(NC2CC2)c2ccccc2n1 | 10.8% | 5.0% | 1.6% | / | / | 0.1% | /
COc1cccc(Cn2c(=O)c(-c3ccc(F)c(F)c3)nc3cncnc32)c1 | -0.5% | 3.7% | 5.2% | / | / | -75.2%[inhibitor] | /
COc1cc(C(=O)n2nc(C)cc2C)cc(OC)c1OC | -3.3%[38.3 µM] | 3.4% | 0.9% | -0.5% | 3.2% | -6.0%[10 µM] | -9.6%
CSC1=NC(=O)/C(=C/c2ccc(SC)cc2)S1 | 18.0% | 4.5% | -5.2% | ? | -1.7% | -7.3%[10 µM] | -27.7%
COCC1CCCCN1Cc1cn[nH]c1-c1ccc(OC)cc1OC (configuration not stated) | 14.3% | 2.2% | -4.5% | -2.3% | 8.7% | 44.1%[10 µM] | 14.0%[9.22 µM]
CCn1c(SCC(=O)N2CCCC2)nc2ccccc21 | 7.5% | 5.2% | 1.7% | 11.4% | 0.0% | 9.0% | 3.9%
Cn1c(=O)n(-c2cccc(Cl)c2)c(=O)n1C | 10.4%[38.3 µM] | -1.7% | -19.9% | -8.4% | 5.0% | 6.2% | -5.7%
CCOCCCNC(=O)c1cn(C)c2ccc(S(=O)(=O)N(C)C3CCCCC3)cc2c1=O | 0.5%[38.3 µM] | 11.3% | 3.7% | -11.5% | 5.3% | -15.0% | -0.5%
CC(=O)CSc1nnc(Cc2ccc3c(c2)OCO3)o1 | 2.7% | -4.3% | 0.1% | -3.2% | -5.5% | 15.5%[10 µM] | 6.4%
Brc1ccc(-c2cnc3n2CCCC3)cc1 | 26.9%[38.3 µM] | 2.4% | 1.3% | 1.7% | 4.9% | 12.5%[10 µM] | -28.5%
Nc1cc(N)nc(SCC(=O)c2ccccc2)n1 | -18.9%[38.3 µM] | 7.1% | -6.5% | -6.1% | -1.8% | -22.8% | -22.9%
CCCCc1nc2n[nH]c(N)c2c2c1CSC(C)(C)C2 | 4.7%[38.3 µM] | 3.7% | -8.9% | -3.2% | -19.4% | 1.2% | 1.7%
O=C(CN1CCN(Cc2ccc(Cl)cc2)CC1)N/N=C/c1cccs1 | / | 11.1% | -2.9% | / | 6.9% | 9.3%[10 µM] | -8.1%[9.22 µM]
CC(C)(C)OC(=O)NCCCCCC(=O)N/N=C/c1coc2ccccc2c1=O | / | 1.6% | -11.3% | / | 5.5% | 9.7%[10 µM] | -27.8%[9.22 µM]
O=c1onc(-c2cccnc2)n1-c1ccccc1F | / | 5.0% | 2.2% | -5.4% | -9.4% | -2.0%[10 µM] | 3.9%[9.22 µM]
Cc1cc(F)ccc1NC(=O)C(C)n1c2ccccc2c2nc(=O)cc(C)n21 (configuration not stated) | / | 2.1% | -4.0% | / | 0.5% | 18.3%[10 µM] | 15.9%[9.22 µM]
O=C(COC(=O)CNC(=O)c1ccc(-c2ccccc2)cc1)NCc1ccco1 | -3.6% | 15.2% | 1.1% | -9.6% | -23.0% | ? | 8.6%
COc1cc(C2CC(=O)Nc3ccccc3S2)cc(OC)c1OC (configuration not stated) | 20.7%[38.3 µM] | 4.9% | -6.7% | -0.9% | 1.0% | -16.9%[10 µM] | -3.5%
CC(C)(C)NC(=O)C[n+]1ccc(C(N)=O)cc1 | -5.1% | -1.6% | -6.6% | 3.4% | -0.1% | -27.6% | 1.5%
CCOC(=O)N1CCN(c2nc3ccccc3n3cnnc23)CC1 | / | 4.2% | 0.1% | / | -3.2% | 12.8%[10 µM] | -18.3%[9.22 µM]
CCc1ccc(CCC(=O)Nc2ccc(S(N)(=O)=O)cc2)o1 | 6.6%[38.3 µM] | 6.1% | ? | -8.5% | 3.6% | -11.3%[0.074 µM] | -1.0%
Cc1ccc(C(=O)NC(=S)Nc2ccc(NC(=O)c3cccs3)cc2)cc1[N+](=O)[O-] | 5.9% | 41.5%[activator] | -12.2% | -2.0% | -0.9% | 9.1%[10 µM] | 7.4%
Cc1sc(NC(=O)c2ccco2)c(C(c2cccnc2)N2CCN(C)CC2)c1C (configuration not stated) | -4.1%[38.3 µM] | -9.4% | -7.8% | -3.3% | -15.8% | -2.1% | -8.9%
CCC(C)(C(=O)NC1CCCCC1)N(C(=O)c1ccccn1)c1ccc(C)cc1 (configuration not stated) | 34.8%[38.3 µM] | 0.6% | 3.2% | 12.0% | -7.1% | 13.6% | 2.0%
Cc1c2c(nc3ccccc13)OCC2 | -4.4%&0.8% | 4.0%&6.7% | 1.4%&-5.2% | -0.4% | 8.0% | -105.3%[inhibitor] | -0.2%
CCOc1cc(/C=N/NC(=O)c2ccncc2)cc(Cl)c1OS(C)(=O)=O | -2.5% | -8.9% | -6.5% | -5.1% | 0.0% | 25.0%[0.074 µM] | 11.8%
CCOc1cccc(/C=C/C(=O)O)c1 | -18.6% | -1.0% | 3.5% | -0.5% | 2.9% | -36.3%[inhibitor] | -6.8%
Cc1ncoc1C(=O)NCCC(c1ccccc1)c1ccccc1 | 7.4% | 5.5% | 3.6% | -6.2% | 8.1% | -3.4% | 2.2%
COc1ccc2c(c1)O[C@@H](c1cccc(C(F)(F)F)c1)[C@H](O)C2=O | 14.2%&5.0% | 1.4%&7.0% | -0.6%&-4.3% | 1.7% | -4.8% | -55.1%[inhibitor] | 21.9%
CCOCCCNC(=O)Cn1ncc2c(=O)oc3ccccc3c21 | ? | -0.6% | -3.6% | -2.7% | 5.7% | -4.9% | 5.4%
COC(=O)c1c(C#N)c(N)nc2c1CCCC2 | ? | 3.3% | -1.8% | ? | 12.0% | -7.6% | -29.6%
O=S(=O)(NC1CCCC1)c1ccccc1Br | / | 9.4% | 5.3%&2.0% | / | 5.9% | -18.3%[10 µM] | -4.6%[9.22 µM]
Cc1cc(C)cc(C(=O)OCC(=O)NCC(F)(F)F)c1 | -1.2% | 3.7% | 5.6% | 7.4% | 2.9% | 16.1%[10 µM] | -10.4%
CCCCOc1ccc(C(C)(O)CCN2CCOCC2)cc1 (configuration not stated) | 2.1%[38.3 µM] | 0.2% | 5.8% | 3.8% | -7.9% | -15.9% | 10.7%

# Full records as entered above. Screens in order: IMPase Li inh	GoLoco inh red	aGlu spleen mod	GAA inh	GAA glycogen mod	HTT cytoprotect	HttQ103 aggreg
# Cc1cc(C)cc(C(=O)OCC(=O)NCC(F)(F)F)c1 across the screens: -1.2%	3.7%	5.6%	7.4%	2.9%	16.1%[10 µM]	-10.4%
# COC(=O)c1c(C#N)c(N)nc2c1CCCC2 across the screens: ?	3.3%	-1.8%	?	12.0%	-7.6%	-29.6%
